HSP90 refold inh: inhibitors of HSP90 luciferase refolding in rabbit reticulocyte lysate; luciferase refolding luminescence, 3 h; inhibition, % at 5.6 µM; actives 0.91% (n = 290,000);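 active = inhibition above the screen-wide mean plus 3 SD, computed separately per campaign, cut at about 16% in these data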;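 also: 0% = DMSO wells and 100% = 60 µM geldanamycin wells; inhibitors lower the luminescence because luciferase stays unfolded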
KLF5 inh: inhibitors of KLF5 expression. DLD-1 KLF5 promoter-luciferase reporter, luminescence. inhibition, % at 5 µM. actives 0.23% (n = 290,000). AID 1700;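 active = inhibition above a per-plate limit of that plate's mean compound inhibition plus 3 SD, cut at about 60% in these data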;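 also: 0% = DMSO wells and 100% = LY294002 at 200 µM; higher means less KLF5 promoter-driven luciferase light; inactives centre near -14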
IEC-6 tox: IEC-6 cytotoxicity, counter-screen for KLF5 inhibitors; luminescence viability; inhibition, % at 5 µM; actives 0.78% (n = 290,000); in the data active = inhibition above about 22%;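 also: 0% = plate median of test compound wells and 100% = cytotoxic reference compound wells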
aSyn UTR inh: 5' untranslated region of α-synuclein, MLPCN primary screen; actives 0.82% (n = 300,000); AID 1813; alpha-synuclein 5'UTR reporter, inhibitor activity; inhibition, % (tested at 7.5 µM); in the data active = inhibition above about 60%; inconclusive = no clear call, values can overlap the other calls;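 also: H4 neuroglioblastoma cells stably carrying SNCA 5'UTR luciferase fusion; 0% = DMSO wells and 100% = positive control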
HSF-1 act: increases HSF-1 driven luciferase reporter signal | NIH3T3-HGL HSF-1 luciferase reporter, MG132, 8 h; 100% = twice DMSO control signal | activation, % at 9 µM | actives 1.7% (n = 300,000) | AID 504408;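 active = mean replicate activation of at least 50% with a set share of replicates each reaching 50%; inconclusive = only one of those two conditions met; inactive = mean below 50% and too few replicates reaching it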;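 also: 0% = median of the neutral control wells and 100% = twice that signal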
GSK3beta inhib: inhibitors of human GSK3beta kinase; P49841; GST-GSK3beta kinase, ADP-Glo luminescence, 60 min; active compounds read low; activity score (negative = inhibition), % at 10 µM; actives 0.038% (n = 300,000);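 active = more than half of replicate wells score below -50%, meaning over 50% inhibition versus plate controls; inconclusive = some replicates but at most half score below -50%; inactive = no replicate scores below -50%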;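 also: 0% = median DMSO wells and -100% = median GW8510 positive control wells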
Target sequence (P49841 whole entry, looked up): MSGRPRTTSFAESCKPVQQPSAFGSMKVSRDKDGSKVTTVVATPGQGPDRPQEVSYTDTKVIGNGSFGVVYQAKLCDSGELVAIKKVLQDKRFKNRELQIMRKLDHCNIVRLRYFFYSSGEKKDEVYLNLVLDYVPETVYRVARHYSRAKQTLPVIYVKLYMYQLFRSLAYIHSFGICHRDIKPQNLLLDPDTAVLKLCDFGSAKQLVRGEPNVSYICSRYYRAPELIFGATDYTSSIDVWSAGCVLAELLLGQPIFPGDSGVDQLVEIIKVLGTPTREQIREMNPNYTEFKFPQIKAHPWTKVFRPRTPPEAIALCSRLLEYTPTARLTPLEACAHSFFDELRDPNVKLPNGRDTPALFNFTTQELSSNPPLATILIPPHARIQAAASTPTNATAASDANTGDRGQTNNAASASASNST
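Assay system: GST-fused GSK3beta enzyme, cell-free / Medium: Tris pH 7.5 buffer with MgCl2, DTT, BSA, heparin / Also added: peptide substrate plus 25 µM ATP (final) / Compound: 10 µM single point / Timing: kinase reaction with compound 60 min at room temperature / Detection: ADP-Glo luminescence / Benchmarks: DMSO neutral wells and GW8510 at 20 µM as positive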
HSF1 inhib: HSF1 inhibition; NIH3T3-HGL HSE-luciferase, MG132-induced, luminescence 8 h; active compounds read low; activity change, negative = inhibition, % at 7.5 µM (by protocol); actives 0.77% (n = 300,000);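 active = more than half of replicate wells show activity change below -50%, luminescence cut by over half; inconclusive = some wells, but at most half, below -50%; inactive = no replicate well below -50%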;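 also: luciferase reports HSF-1 transcriptional activity via heat shock element; 0% = median of DMSO wells and -100% = zero luminescence signal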
AI-2 QS mod: modulators of Vibrio harveyi AI-2 quorum sensing system; Vibrio harveyi JMH597 AI-2 luminescence/OD600 ratio, 9 h; active compounds read low; strain lacks LuxN and CqsS sensors; 0 = neutral-control median; activity change, % at 7.5 µM; actives 0.4% (n = 300,000); in the data active = activity change below about -75%, passing the limit was not always enough; inconclusive = no clear call, values can overlap the other calls;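 also: luminescence divided by OD600 gain over 9 h not by final OD600 alone; inactives centre near 13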
GSK3 alpha inh: human GSK-3 alpha kinase inhibition | P49840 | ADP-Glo luminescence, 60 min | inhibition, % at 10 µM | actives 0.1% (n = 320,000) | AID 2650;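 in the data active = inhibition above about 50%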;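 also: GST-tagged GSK-3 alpha with peptide substrate and 25 µM ATP; 0% = DMSO neutral wells and 100% = GW8510 positive control wells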
Target sequence (P49840 whole entry, looked up): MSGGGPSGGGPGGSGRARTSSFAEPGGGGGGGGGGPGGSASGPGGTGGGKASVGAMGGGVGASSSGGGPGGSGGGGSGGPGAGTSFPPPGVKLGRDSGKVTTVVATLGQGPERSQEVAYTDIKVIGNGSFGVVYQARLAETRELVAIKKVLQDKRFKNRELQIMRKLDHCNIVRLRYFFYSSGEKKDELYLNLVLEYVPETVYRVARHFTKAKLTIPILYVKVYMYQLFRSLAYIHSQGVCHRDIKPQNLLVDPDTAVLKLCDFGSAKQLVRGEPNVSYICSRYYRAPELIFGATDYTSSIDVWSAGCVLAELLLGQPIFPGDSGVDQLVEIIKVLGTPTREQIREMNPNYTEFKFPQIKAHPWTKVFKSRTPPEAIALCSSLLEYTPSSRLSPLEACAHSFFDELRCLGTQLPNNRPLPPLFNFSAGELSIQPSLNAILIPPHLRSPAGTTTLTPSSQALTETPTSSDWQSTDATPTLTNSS
PolyA inh: inhibitors of polyadenylation in S. cerevisiae. S. cerevisiae SKY197-pL101 polyadenylation reporter, beta-gal luminescence; efflux-impaired pdr1/pdr3 knockout yeast; score 100 = 6 SD above DMSO. calls only at 12 µM. actives 0.02% (n = 300,000);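 active = lowest replicate activity score at least 50, where 100 means six control SD above control mean; inconclusive = lowest score under 50 but half or more replicates reach 50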;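 also: yeast exposed to compound for 9 h at 30 °C; higher score means more reporter readthrough which indicates perturbed polyadenylation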
* hit, by the source's call; i = inactive; u = inconclusive; x = not tested or not shown. An excerpt (hit frequency here may not be typical).

Results follow in this order: HSP90 refold inh	KLF5 inh	IEC-6 tox	aSyn UTR inh	HSF-1 act	GSK3beta inhib	HSF1 inhib	AI-2 QS mod	GSK3 alpha inh	PolyA inh
[1] COc1ccc([N+](=O)[O-])cc1NC(=O)Cc1c(Cl)cccc1Cl
    -5	2	-1	28	12	4	3	7	6	i
[2] COc1ccccc1/C=C/C(=O)c1cc(Br)ccc1OC(=O)c1ccco1
    4	-12	8	-15	103*	3	76	-11	-11	i
[3] CCN(CC(=O)NCc1ccc(Cl)cc1)C(=O)c1cccc(S(=O)(=O)Nc2ccc(OC)cc2)c1
    x	x	x	30	25	1	18	14	-4	i
[4] N#CC1=C2N=C(N)c3ccccc3N2C2=C(C(=O)CCC2)C1c1cccc(Cl)c1 (centres undefined)
    4	10	0	-1	33	-3	12	29	x	i
[5] Cc1[nH]n(-c2ccccc2)c(=O)c1C=NCc1ccco1
    1	-118	5	-114	0	4	0	3	-1	i
[6] CC1(C)NC(=O)N(CC(O)COc2ccc(-c3ccc(C#N)cc3)cc2)C1=O (centres undefined)
    0	-8	0	2	-3	-2	-9	16	-1	i
[7] O=C(NC1CCSc2ccccc21)c1cccc([N+](=O)[O-])c1 (centres undefined)
    2	-23	5	-12	10	-6	1	-8	-3	i
[8] CCOc1ccc(-n2c(SCC(=O)Nc3cc(C)on3)nc3c([nH]c4ccccc43)c2=O)cc1
    0	-25	5	2	-10	2	-13	8	-3	i
[9] CC1(C(=O)NCCOc2ccccc2Cl)CC1(Cl)Cl (centres undefined)
    0	-34	0	2	19	0	1	10	-2	i
[10] CCN1CCN(C(=O)c2cnn3c(C(F)F)cc(-c4ccc(C)cc4)nc23)CC1
    10	-45	6	9	-5	0	0	23	2	i
[11] Cc1ccc2cc(CN(CCN3CCCC3)C(=O)Nc3ccccc3)c(=O)[nH]c2c1C
    7	11	1	-24	-1	0	-7	16	1	i
[12] CCN(CC)C(=O)COc1ccc(-c2nnc(Nc3ccc(OC)c(C(=O)NC)c3)c3ccccc23)cc1
    5	-4	-6	19	20	3	0	26	1	i
[13] COCCN(C(=O)Cc1ccc(OC)c(OC)c1)c1nc(-c2cc(OC)ccc2OC)cs1
    -1	-27	-2	17	-9	-1	9	2	-2	i
[14] Nc1nnn(CC(=O)N/N=C/c2ccccc2Cl)n1
    1	9	1	18	0	6	-4	18	-2	i
[15] Cc1ccc(N/C(N)=N/c2nc(CSc3nnc(C)s3)cc(=O)[nH]2)c(C)c1
    -4	-29	9	83*	x	0	x	27	0	i
[16] CC1CCCN(C(=O)c2ccccc2OC2CCN(S(C)(=O)=O)CC2)C1 (centres undefined)
    -4	-16	6	-5	64*	0	23	3	-1	i
[17] FC(F)(F)c1ccccc1-n1c(-c2cnccn2)n[nH]c1=S
    7	9	2	-13	-1	-2	-4	4	2	i
[18] COCCNC(=O)C(c1c[nH]c2ccccc12)N(C(=O)c1snc(C(N)=O)c1N)c1cccc(OC)c1 (centres undefined)
    -1	-18	0	-1	9	-1	1	7	-1	i
[19] FC(F)(F)c1ccccc1N/N=C/c1cccnc1
    -6	-19	-4	-47	10	-1	0	11	0	i
[20] COC(=O)c1cn(CC(=O)N2CCCCC2C)c2ccccc12 (centres undefined)
    -3	-3	-3	-4	12	0	-5	20	0	i
[21] CS(=O)(=O)NCCNc1ccc(C(F)(F)F)cc1[N+](=O)[O-]
    0	-9	-1	x	x	-2	x	9	-2	i
[22] CCOc1ccc(CN2C(=O)c3ccccc3C2C(=O)NCC2CCCO2)cc1 (centres undefined)
    1	2	4	-17	-3	1	1	23	-2	i
[23] O=C(CCCOc1ccc(Cl)cc1Cl)Nc1ccncc1
    0	-49	-9	-8	-7	7	-2	18	-1	i
[24] Cc1cccc(C(=O)Nc2nsc(N)n2)c1
    x	x	x	-18	-9	-1	1	17	5	x
[25] CSCCC(NC(=O)COc1ccccc1)C(=O)N1CCCC(C(F)(F)F)C1 (centres undefined)
    x	x	x	-2	-4	4	-1	6	0	i
[26] Cc1cc(=O)oc2c3c(cc(OCC(=O)N[C@@H](Cc4ccccc4)C(=O)O)c12)OC(C)(C)CC3
    -5	-40	10	9	9	3	-4	18	-6	i
[27] Cc1cc(=O)c2cc3nc(-c4cccnc4)oc3c(Br)c2o1
    1	-28	-3	-67	13	0	-7	6	0	i
[28] CCNc1nc(N)nc(-c2cc(Cl)ccc2OC)n1
    1	-16	3	1	41	-6	12	9	1	i
[29] CC(=O)Nc1ccc(NCN2C(=O)[C@@H]3[C@H]4CC[C@H](C4)[C@@H]3C2=O)cc1
    -1	2	-3	21	8	-1	-3	7	8	i
[30] COc1cc(NC(=O)C2CC(=O)NC3=C2C(=O)CC(C)(C)C3)c(OC)cc1Cl (centres undefined)
    1	-3	0	-34	15	2	9	10	1	i
[31] CCCc1[nH]nc2c1C(c1cccnc1)C(C#N)=C(N)O2 (centres undefined)
    0	-28	-1	6	12	-4	-6	15	-2	i
[32] COCCNC(=O)c1snc2ccc(Cl)cc12
    7	-31	0	-38	43	-1	14	36	0	i
[33] CCCC(=O)Nc1c2c(nn1-c1ccc(OC)cc1)CS(=O)(=O)C2
    -4	-37	-1	-15	-18	-1	-2	6	-2	i
[34] Cc1cc(C)n(-c2ccc(C(=O)OCC(=O)Nc3ccccc3[N+](=O)[O-])cc2)n1
    6	-21	-12	-13	-16	-3	5	20	-1	i
[35] Cc1ccc(S(=O)(=O)NC(=O)NN2CCCCCC2)cc1
    -1	-13	1	4	3	2	-2	28	-3	i
[36] CCC(C)NC(=O)CN1C(=O)COc2ccc(S(=O)(=O)N3CCOCC3)cc21 (centres undefined)
    2	-44	-6	-1	16	2	4	24	x	i
[37] O=C(CN1CCC(c2nc3ccccc3[nH]2)CC1)NCc1ccc2c(c1)OCO2
    4	6	3	6	-2	3	-3	12	1	i
[38] CCOC(=O)N1CCN(C(=O)c2cccc(S(=O)(=O)Nc3ccc(Br)cc3)c2)CC1
    x	x	x	6	5	3	-1	3	-3	i
[39] Cc1ccc(S(=O)(=O)N2CC(O)CC2C(=O)O)cc1 (centres undefined)
    -1	-1	-6	-8	-1	2	-10	12	-2	i
[40] COc1ccc2c(CC(=O)N[C@@H](Cc3ccccc3)C(=O)O)cc(=O)oc2c1
    -1	-15	0	-13	8	0	5	17	-3	i
[41] COc1ccc2c(c1)nc(SCC(O)c1ccccc1)n2C (centres undefined)
    -4	-13	-1	5	42	-5	5	6	-2	i
[42] C=CCSC(=S)NC1CCS(=O)(=O)C1 (centres undefined)
    1	-3	1	-14	13	1	1	-3	4	i
[43] Clc1ccccc1OCc1nnc2n1CCCCC2
    0	0	-2	17	-15	-3	-2	8	2	i
[44] C=CCNC(=S)N1CCN(c2cccc(C(F)(F)F)c2)CC1
    4	-15	2	18	19	-26	-6	22	0	i
[45] COc1ccc2oc(C(=O)OCC(=O)N3CC(C)CC(C)C3)c(C)c2c1 (centres undefined)
    x	x	x	-24	30	1	8	10	-3	i
[46] CCC(C(=O)NCCCN1CC(C)CC(C)C1)n1nc(C)c2sc3ccccc3c2c1=O (centres undefined)
    -1	-14	1	4	-10	0	-4	17	3	i
[47] CCn1c(SCC(=O)Nc2ccc(F)cc2)nc2ccccc2c1=O
    2	-2	7	9	-3	-1	12	-1	-1	i
[48] CCOc1ccc2nc(N(CCCN(C)C)C(=O)c3ccc(S(=O)(=O)N4CCc5ccccc5C4)cc3)sc2c1
    4	-1	2	20	-14	0	-11	19	-4	i
[49] C=CCNC(=S)Nc1cccc2ccccc12
    2	-11	1	-35	4	2	3	1	-5	i
[50] Cc1c(Br)ccc(NC(=O)Cn2nc(-c3cccs3)ccc2=O)c1C
    7	-4	0	8	8	6	-1	5	2	i
[51] O=c1[nH]sc2ccccc12
    4	-5	-7	-1	-25	-2	-22	u	x	i
[52] COC(=O)c1cc(C(=O)OC)cc(N2C(=O)CN=C2Nc2nc(C)cc(C)n2)c1
    1	0	-3	-1	-3	3	-6	12	9	i
[53] O=C(NC(Cc1ccccc1)C(=O)N1CCN(c2ccccn2)CC1)c1ccco1 (centres undefined)
    7	-25	6	8	20	0	-6	38	3	i
[54] CC1CCN(c2ccc3nnc(CCC(=O)Nc4ccc(F)c(F)c4)n3n2)CC1
    -6	-11	-2	25	-6	2	-7	29	2	i
[55] CN1CCN(NC(=O)c2ccc(Cl)c(S(=O)(=O)Nc3ccc(Cl)cc3)c2)CC1
    2	-9	-5	10	5	0	9	19	-2	i
[56] Nc1c(C(=O)N2CCCCC2)sc2nc3c(cc12)CCCC3
    4	0	7	-151	-2	x	-1	x	-1	i
[57] Cc1ccccc1NC(=O)COC(=O)c1ccc(S(C)(=O)=O)c([N+](=O)[O-])c1
    0	-42	1	-42	-94	0	-93*	25	0	i
[58] COC(=O)[C@H](Cc1c[nH]c2ccccc12)NC(=O)Nc1ccccc1OC
    6	14	1	1	19	-1	3	17	-2	i
[59] CCC1COCCS(=O)(=O)N1Cc1cccc(C(F)(F)F)c1 (centres undefined)
    -5	-30	0	15	1	2	3	18	1	i
[60] COc1cc(CC(=O)N/N=C/c2ccccc2)c([N+](=O)[O-])cc1OC
    2	9	2	7	-1	1	1	30	-3	i

(next part)
Results follow in this order: HSP90 refold inh	KLF5 inh	IEC-6 tox	aSyn UTR inh	HSF-1 act	GSK3beta inhib	HSF1 inhib	AI-2 QS mod	GSK3 alpha inh	PolyA inh
[61] COC(=O)c1cnn(-c2nc(OC)cc(OC)n2)c1C
    5	-12	0	-11	-22	-4	6	6	0	i
[62] COc1ccc(CCNC(=O)C/C(C)=N/NC(=O)C(c2ccccc2)c2ccccc2)cc1OC
    1	-2	1	-25	16	0	-3	4	-1	i
[63] CC(=O)NC(NC(C)=O)c1ccc(Br)cc1
    -1	-42	2	6	3	-7	-3	14	-2	i
[64] COc1ccc(/C=N/NC(=O)CNC(=O)/C=C/c2ccccc2OC)cc1
    -2	-12	7	11	-3	2	-8	3	-1	i
[65] CSc1nc2sccc2c(=O)[nH]1
    -3	-14	-7	16	-1	2	-6	22	2	i
[66] COC(=O)CC1COc2ccccc2N1C(=O)/C=C/c1ccccc1 (centres undefined)
    0	-18	-4	-6	0	3	0	22	-1	i
[67] Cc1cc2ncc(S(C)(=O)=O)c(N)n2n1
    0	-9	-4	u	5	-1	-5	-1	-2	i
[68] CC1CC(N(C(=O)c2ccccc2Cl)c2ccccc2)c2ccccc2N1 (centres undefined)
    1	-4	-7	9	28	0	10	14	-2	i
[69] O=C1c2cccc(O)c2C(=O)c2c(O)cc(CO)cc21
    x	x	x	15	1	-3	3	-10	1	i
[70] CCCCC(=O)Nc1ccc(C(=O)N2CCC(C(=O)OCC)CC2)cc1
    2	-11	2	18	-6	1	-1	2	-4	i
[71] Cc1ccc(NC(=O)CN2CCN(C)CC2)cc1S(=O)(=O)N1CCOCC1
    x	x	x	6	-24	0	-4	19	-1	i

Source: PubChem (several laboratories)
